# A549 tox = counter-screen for Nrf2 inhibitors: cytotoxicity in A549 cells | A549 ARE-Fluc cells, CellTiter-Fluor viability, 18-24 h | Potency, µM (top dose mostly 46 µM), for the others: at the top dose activity change, negative = cytotoxicity, hits mostly inhibitors | 390,000 compounds, 0.16% hits | AID 504648; further: potency means the concentration at half of the fitted maximal effect; on the % scale 0 is the no-effect control and ±100 the full control effect
#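 Cytotoxicity counterscreen: CellTiter-Fluor fluorescence was measured in A549 ARE_Fluc cells after 18-24 h of compound exposure in a concentration series. The subsequent BugLite luminescent read reports ARE-luciferase activity.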
# Akt phos inh = inhibitors of Akt phosphorylation. 360,000 compounds, 0.32% hits. AID 651550. activity change, % for hits at 50 µM. Neuro2A IGF-stimulated pAkt S473 HTRF, 20 min; hits give low values; in the data active means activity change below about -80%; inconclusive means mostly about -51% to -80%; further: on the % scale 0 is the no-effect control and ±100 the full control effect
#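 Neuro2A cells (4,500/well, DMEM with 0.5% FBS) were treated with compound at a single 50 µM final concentration, stimulated with 6 nM IGF for 20 min at 37 °C, and lysed. Phospho-Akt Ser473 was read by HTRF as 665/615 ratio ×10^4.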
# MmCpn inh = M. maripaludis TRiC chaperonin inhibition; AID 504842; Potency, µM (doses to about 76.9 µM), without a hit: at the highest dose activity, negative = inhibition, usual class: inhibitors; 330,000 compounds, 0.031% hits; purified Mm-Cpn ATPase, ADP Transcreener TR-FRET; further: potency means the concentration at half of the fitted maximal effect; on the % scale 0 is the no-effect control and ±100 the full control effect; nearly all actives have a fitted effect of over 80% in size
#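 TR-FRET (320 nm excitation; 590 and 665 nm emission) reports ADP made from 10 uM ATP by 25 nM enzyme; compounds were preincubated 10 min, reaction run 30 min, both at 37°C.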
# TGFb inhibitor = inhibitors of TGF-b signaling. HepG2 CAGA-GFP TGF-b/SMAD3 reporter, GFP fluorescence, 18 h; TGF-beta stimulated, 500 pg/mL final. AID 588855. Potency, µM (highest dose often 46.1 µM), for the others: top-dose activity, negative = inhibition, most hits filed as inhibitors. 410,000 compounds, 1.2% hits; further: potency means the concentration at half of the fitted maximal effect; on the % scale 0 is the no-effect control and ±100 the full control effect; nearly all actives have a fitted effect of over 65% in size
#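 HEPG2 CAGA-GFP cells (1000/well, DMEM with 1% FBS) were pre-incubated 2 h at 37 degrees C, given compound by pin tool, then stimulated with TGF-beta at 500 pg/mL final for 18 h before per-cell GFP fluorescence imaging.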
# Abeta rescue = compounds reversing amyloid beta toxicity in yeast. yeast expressing A-beta42, growth rescue, OD600, 48 h; response scale: 0% DMSO, 100% iron-clioquinol control. Potency, µM (doses to about 46.1 µM), inactives show at the highest dose growth rescue, hits mostly activators. 410,000 compounds, 0.063% hits; further: potency means the concentration at half of the fitted maximal effect; nearly all actives have a fitted effect of over 55% in size
#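 Yeast growth medium received pinned compounds, then yeast cells expressing toxic A-beta were added; plates incubated at 30 C for 48 hr. Growth read as absorbance at 600 nm, normalized to DMSO and equimolar FeCl3 plus clioquinol controls.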
# CCT chaperon mod = changes cytosolic chaperonin activity; AID 651819; purified chaperonin ATPase assay, HTRF ADP detection, 30 min; 360,000 compounds, 0.3% hits; activity change, % (no concentration beside the values), hits read low; in the data active means activity change below about -30%; further: on the % scale 0 is the no-effect control and ±100 the full control effect
#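 Enzyme 40 or 20 nM (batch-dependent) in Tris pH 7.4/KCl/MgCl2/DTT; cpd 76 uM single point; ATP 10 uM; 30 min 37 °C; Transcreener ADP HTRF detection, 30 min RT; ratio 665/615.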
# HepG2 viability = HepG2 cytotoxicity, counter-screen for TGF-b inhibitors | HepG2 CAGA-GFP viability, ATP luminescence, 18 h | Potency, µM (highest dose often 46.1 µM), without a hit: at the top dose activity change, negative = cytotoxicity, actives largely listed as cytotoxic | 410,000 compounds, 0.76% hits; further: potency means the concentration at half of the fitted maximal effect; some results filed as inactive show a strong effect at the top dose
#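 CellTiter-Glo luminescence gave cytotoxicity after 18 hours at 37 degrees C. The cells were HepG2 CAGA-GFP in 1% FBS DMEM, stimulated with 500 pg/mL TGF-beta after compound addition. %Activity was normalised to no-cell wells (complete cell-killing) and DMSO (no toxicity), and curves were fitted and classified.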
# Nrf2 block = Nrf2 pathway inhibition. A549 ARE-Fluc reporter, luciferase luminescence, 18-24 h. Potency, µM (highest dose often 46 µM), for the others: at the highest dose activity change, negative = inhibition, hits mostly inhibitors. 360,000 compounds, 2.1% hits. AID 504444; further: potency means the concentration at half of the fitted maximal effect; on the % scale 0 is the no-effect control and ±100 the full control effect; nearly all actives have a fitted effect of over 60% in size
#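 A549 ARE_Fluc cells, 5000/well, 5% FBS OPTI-MEM; compounds in dose-response, 18-24 h at 37 °C/5% CO2; CellTiter-Fluor viability read (Ex 405/Em 525), then BugLite luciferase luminescence = Nrf2 activity.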
# Nrf2 activator = Nrf2 pathway activation. AREc32 ARE-luciferase reporter (MCF7-derived line), luminescence, 24 h. Potency, µM (highest dose often 46.1 µM), for the others: at the highest dose activation, hits mostly activators. 410,000 compounds, 0.31% hits. AID 624171; further: potency means the concentration at half of the fitted maximal effect; % of control where 0% means no effect; nearly all actives have a fitted effect of over 65% in size
#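 ARE-driven firefly luciferase activity in AREc32 cells measured after a 24 hr compound exposure at 37 deg C, using Steady-Glo reagent and a 30 min room-temperature hold.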
# * marks the source's active call; other numbers are inactive results; i = inactive; ? = inconclusive; · = not tested or not shown; & = joins results of further samples; [ ] = remark or other dose. Unless noted, the call rests on the fitted dose curve; in most records, active means well fitted curve in the direction sought with a large enough effect; inconclusive means small, poorly fitted or top-dose-only effect, or another doubt; inactive means no such curve, though single readings can be large; an effect the other way counts as inactive or inconclusive.
SMILES,A549 tox,Akt phos inh,MmCpn inh,TGFb inhibitor,Abeta rescue,CCT chaperon mod,HepG2 viability,Nrf2 block,Nrf2 activator
CCCCOC(=O)C1=C(C)Nc2ncnn2C1c1ccc(OC)c(OC)c1 (stereo not drawn),-5%,i,-1%,6%,3%,1.5,-12%,-21%,-0.1%
COC(=O)c1ccc2c(=O)n(CCCCCC(=O)N3CCN(c4cccc(C)c4C)CC3)c(=O)[nH]c2c1,3%,·,·,2.8µM*,5%,·,-2%,·,-0.4%
Cc1ccc(C(=O)N2CCC(C(=O)c3c(C)cc(C)cc3C)CC2)cc1,-14%,i,0%,-22%,10%,0.5,-32%,?,0.3%
C/C(=C\C(=O)c1ccc(Br)cc1)NNC(=O)c1ccc(O)cc1,5%,i,2%,?,11%,-4.8,-42%,-22%,1.6%
Oc1ccc2c(c1)oc1cc(O)ccc12,-6%[1.84 µM],i,-5%,2%,9%,-3.5,-5%,?,13µM*
COCCCN1C(=O)C(CC(=O)NC2CC2)CC(C(=O)N2CCOCC2)=C1C (stereo not drawn),·,i,·,1%,-28%,-1.5,6%,·,-0.6%
Cc1cc(C)c(C(=O)OCCNC(=O)c2cccnc2)cc1C,0%,i,-1%,-11%,-6%,-2.5,-8%,?,-0.3%
CCOC(=O)C1=C(N)n2c(s/c(=C\c3cccnc3)c2=O)=C(C#N)C1c1cccnc1 (stereo not drawn),-3%,i,·,3%,6%,-0.7,-4%,-6%,-0.4%
CCCCN1C[C@H](Cc2ccccc2)[C@@H](CC(=O)Nc2ccccc2)C1=O,-3%,i,1%,20%&-25%,9%,0.3,-4%&-4%,-22%,0.2%
COc1ccc(N(C)S(=O)(=O)c2cccc(C(=O)NC3CCCC3)c2)cc1,-1%,i,?,-1%,9%,-7.6,-22%,-15%,-0.3%

# Pulled by structure from the list above (2):
SMILES,A549 tox,Akt phos inh,MmCpn inh,TGFb inhibitor,Abeta rescue,CCT chaperon mod,HepG2 viability,Nrf2 block,Nrf2 activator
CCCCN1C[C@H](Cc2ccccc2)[C@@H](CC(=O)Nc2ccccc2)C1=O,-3%,i,1%,20%&-25%,9%,0.3,-4%&-4%,-22%,0.2%
Oc1ccc2c(c1)oc1cc(O)ccc12,-6%[1.84 µM],i,-5%,2%,9%,-3.5,-5%,?,13µM*

# Next section:
SMILES,A549 tox,Akt phos inh,MmCpn inh,TGFb inhibitor,Abeta rescue,CCT chaperon mod,HepG2 viability,Nrf2 block,Nrf2 activator
N=c1c(C(=O)NCCc2ccccc2)cc2c(=O)n3ccccc3nc2n1CC1CCCO1 (stereo not drawn),?,i,-4%,7%,-12%,-0.4,0%,-5%,-0.7%
CCOc1ccc(CCNC(=O)c2cc3c(=O)oc4ccc(C)cc4c3s2)cc1OCC,2%,·,·,?,-1%,·,-4%,7%,0.1%
Cc1cccc(CC2C(=O)Nc3ccccc32)c1 (stereo not drawn),0%,·,·,0%,13%,·,-33%,?,-1.3%
CN(C)c1ccc(NC(=O)CSCc2nc3c(nnn3Cc3ccc(F)cc3)c(=O)[nH]2)cc1,3%,·,-1%,14%,-14%,-0.2,-3%,·,-0.9%
COC(=O)Cn1ccc(-c2ccc(Cl)cc2)c(C#N)c1=O,9%,i,2%,-6%,6%,1.5,-6%,0%,-0.1%
Cc1ccc(C(=O)CC2(O)C(=O)N(CCc3ccccc3)c3ccc(Cl)cc32)cc1 (stereo not drawn),?,·,·,18µM*,-10%,·,11µM*,-12%,-0.5%
O=C(CSc1nnc(-c2ccccc2F)n1C1CC1)Nc1ccc2[nH]c(=O)[nH]c2c1,0%,i,0%,-17%,0%,-1.5,5%,7%,0.2%
CC(C)NC(=O)COc1coc(CN2CCN(c3cccc(Cl)c3)CC2)cc1=O,-4%,i,-3%,-2%,21%,-0.4,-3%,5%,0.1%
COCCNC(=O)C1(C)CCCN(Cc2ccc(Cl)c(Cl)c2)C1 (stereo not drawn),·,i,·,1%,-7%,0.2,-9%,·,-1.0%
O=C1CCC(/C=C/c2ccccc2)=NN1Cc1ccccc1,8%,i,0%,?,-16%,-1.9,-16%,2%,-0.4%
Cc1cc(NC(=O)C2CC2)ccc1NC(=O)c1cccs1,0%,i,3%,0%,-14%,-2.1,-8%,9%,-0.4%
CCCCCn1c(=O)[nH]c2cc(C(=O)N3CCN(c4ccc(OC)cc4)CC3)ccc2c1=O,-17%,·,·,?,-7%,·,-8%,-12%[9.27 µM],0.0%
Cc1cc(C(=O)OCC(=O)N2CC(=O)Nc3ccccc32)no1,-3%,·,-1%,2%,4%,-0.8,4%,·,0.0%
CCOC(=O)/C(=N\Nc1ccccc1Cl)N1CCN(C)CC1,-1%,i,-1%,7%,-9%,-3.9,-2%,-7%,3.1%
COc1ccc(NC(=O)CCc2nc(-c3ccc(C)cc3)no2)c(OC)c1,-1%,i,-2%,0%,13%,-1.6,-9%,·,-0.9%
COC(=O)c1ccccc1NC(=O)CSc1nncn1-c1ccccn1,-2%,i,0%,11%,7%,-1.0,-24%,0%,4.6%
Cc1ccccc1C(=O)N1CCC(C(=O)Nc2ccccc2N2CCCC2)CC1,0%,i,0%,1%,3%,0.5,-3%,0%,-0.2%
NC(=O)C1CC(=O)N(c2ccc(OCC(=O)Nc3cccc(C(F)(F)F)c3)cc2)C1 (stereo not drawn),-6%,i,1%,-10%,-11%,0.8,-12%,?,0.0%
COc1ccc(CNC(=O)c2ccc(Cn3c(=O)c4cccn4c4cccnc43)cc2)cc1OC,-2%,·,·,4%,-5%,·,2%,15%,-0.9%
COc1ccc(C(=O)NCC2(N3CCN(C)CC3)CCCCC2)cc1,-4%,·,·,3%,1%,·,0%,11%,0.3%
COc1ccccc1CNC(=O)c1nccnc1CO,5%,i,2%,7%,-19%,0.8,3%,-6%,0.4%
Cc1ccc(NC(=O)c2ccco2)c(NC(=O)c2ccc(Cl)cc2)c1,3%,i,2%,-8%,-18%,-2.6,-22%,-12%,-0.5%
O=C(CSc1nnc(Nc2ccccc2)s1)Nc1ccc(S(=O)(=O)N2CCOCC2)cc1,-4%,i,-3%,?,-3%,-2.0,-21%,·,3.4%
O=C(O)c1cccc(Nc2nc3ccccc3nc2NS(=O)(=O)c2ccccc2)c1,-6%,i,-2%,-2%,8%,-0.9,0%,-3%,0.0%
CCc1ccc(CN(C)C(=O)c2cc(COc3cncc(Cl)c3)on2)cc1,·,i,·,-9%,5%,-1.4,-13%,·,-0.1%
CCC1CCCCN1C(=O)CSc1nnc(CNC(=O)c2c(F)cccc2Cl)o1 (stereo not drawn),1%,i,-3%,-3%,1%,-2.1,-4%,-9%,-0.6%
CCOc1ccc(NC(=O)c2cn(-c3ccc(OCC)cc3)c(=O)c3cc(OC)c(OC)cc23)cc1,0%,i,-8%,0%,13%,0.0,0%,-9%,-0.7%
C/C(CC(=O)NCCCN1CCOCC1)=N\NC(=O)COc1cccc2ccccc12,-2%,i,3%,?,4%,1.2,0%,1%,0.3%
CC1(C)CC(=O)C2=C(C1)N(c1ccc(F)cc1)C(=O)C2(NC(=O)c1ccccc1F)C(F)(F)F (stereo not drawn),-1%,i,0%,-12%,-4%,-1.0,15%,15%,-0.8%
Nc1ccc(Cl)c(S(=O)(=O)Nc2ccc(Cl)cc2)c1,-4%,i,1%,-7%,-1%,-0.3,-4%,-5%,-0.6%
COc1ccc(COCC(O)CN2CCC(C(N)=O)CC2)cc1OC (stereo not drawn),-3%,i,0%,2%,-15%,-0.5,7%,11%,-0.6%
Cc1cc(=O)oc2cc(OCC(=O)N3c4ccccc4CC3C)ccc12 (stereo not drawn),-25%,i,-1%,8%,10%,-2.1,-16%,-25%,0.3%
CCCCc1ccc(NC(=S)NCc2ccc(OC)cc2)cc1,17%,i,-7%,10µM*,?,0.4,-40%,-3%,4.1%
COc1cccc(C2=NC(C)(C)NC(c3ccccc3O)C2)c1 (stereo not drawn),1%,i,-2%,?,-10%,-1.0,18µM*,13%,?
Cc1ccc(CN2C(=O)CCSc3ccc(Cl)cc32)cc1,12%,i,-2%,-20%,-27%,-3.1,14%,?,-0.6%
O=C(COC(=O)C12CC3CC(CC(C3)C1)C2)Nc1nc2c(F)c(F)c(F)cc2s1,-1%,i,1%,?,20%,0.2,-28%,-16%,0.2%
CCCn1c(CN2CCN(C(=O)OCC)CC2)nc2cc(NC(=O)CC)ccc21,?,i,-5%,?,-4%,-2.3,1%,-8%,0.2%
CC(C)COc1ccc2[nH]c3c(c2c1)CCCC3=O,-7%,i,1%,7%,5%,-4.7,-8%,20%,0.2%
COc1ccc(/C(C)=N/NC(=S)NCc2ccco2)cc1,1%,i,0%,-19%,11%,-2.0,11%,5%,3.7%
CC(=O)OCC#CCSc1nnc(-c2cccc(Br)c2)o1,-7%,·,·,-10%,6%,·,1%,-9%,6.5%
CCOC(=O)c1ccc(N2C(=O)c3n[nH]c(C)c3C2c2ccc(OC)c(OC)c2)cc1 (stereo not drawn),3%,i,1%,-17%,-6%,-1.9,-2%,-3%,-0.2%

# Printed as active in TGFb inhibitor, among the entries above:
Structure	Akt phos inh	MmCpn inh	TGFb inhibitor	CCT chaperon mod	Nrf2 activator
COC(=O)c1ccc2c(=O)n(CCCCCC(=O)N3CCN(c4cccc(C)c4C)CC3)c(=O)[nH]c2c1	·	·	2.8µM*	·	-0.4%
Cc1ccc(C(=O)CC2(O)C(=O)N(CCc3ccccc3)c3ccc(Cl)cc32)cc1 (stereo not drawn)	·	·	18µM*	·	-0.5%
CCCCc1ccc(NC(=S)NCc2ccc(OC)cc2)cc1	i	-7%	10µM*	0.4	4.1%

# Screens (PubChem)
